# High-throughput results: PubChem BioAssay, National Center for Advancing Translational Sciences (NCATS)
# LmPK inh: inhibitors of Leishmania mexicana pyruvate kinase | Q27686 | purified LmPK, Kinase-Glo ATP luminescence, 1 h | Potency, µM (highest dose often 57.5 µM), for the others: at the top dose activity change, negative = inhibition, actives largely listed as inhibitors | 290,000 compounds, 0.37% hits | AID 1721; also: potency is read from the fitted curve at half-maximal effect; % is scaled to controls: 0 for no effect and ±100 for the full control effect
# Target sequence (Q27686 whole entry, looked up): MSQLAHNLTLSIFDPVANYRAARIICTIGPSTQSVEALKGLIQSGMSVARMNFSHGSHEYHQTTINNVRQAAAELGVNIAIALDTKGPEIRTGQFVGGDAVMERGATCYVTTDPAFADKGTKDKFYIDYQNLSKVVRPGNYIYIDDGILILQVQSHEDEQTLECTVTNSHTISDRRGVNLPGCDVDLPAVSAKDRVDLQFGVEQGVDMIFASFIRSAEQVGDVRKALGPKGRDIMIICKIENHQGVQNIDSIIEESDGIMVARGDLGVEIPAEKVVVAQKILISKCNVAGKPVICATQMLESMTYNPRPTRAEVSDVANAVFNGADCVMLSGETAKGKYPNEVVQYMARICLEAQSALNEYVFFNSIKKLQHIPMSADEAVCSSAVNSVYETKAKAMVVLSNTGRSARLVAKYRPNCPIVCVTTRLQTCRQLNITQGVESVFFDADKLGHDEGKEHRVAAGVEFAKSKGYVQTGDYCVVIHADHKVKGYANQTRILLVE
#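 0.1 nM LmPK, 0.5 mM PEP, 0.1 mM ADP; 50 mM imidazole pH 7.2, 7 mM MgCl2, 50 mM KCl; 1 h RT. Kinase-Glo luminescence readout, normalized to no-enzyme (full inhibition) and uninhibited wells.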
# Cycloheximide cs: counter-screen for Shiga toxin inhibitors: cycloheximide protein synthesis inhibition; AID 2314; max response, %; 300,000 compounds, 12% hits; cell reporter, cycloheximide protein synthesis inhibition counterscreen; in the data active = max response mostly above about 13%, no sharp cut-off; inactive = mostly below about 14%; also: read at 38.3 µM for the half of the compounds with a filed dose; 0% is about no effect
# Shiga toxin inh: Shiga toxin inhibition; Vero cells, Shiga toxin protein synthesis inhibition reporter; inhibition, % at 38.7 µM; 290,000 compounds, 9.2% hits; in the data active = inhibition mostly above about 28%, no sharp cut-off; inactive = mostly below about 43%; also: 0% is about no effect
# TbPYK inhibitor: T. brucei pyruvate kinase inhibition. TbPYK enzyme, Kinase-Glo Plus ATP luminescence, 45 min. Potency, µM (titrated, usually from 76.8 µM), for the others: at the top dose activity, negative = inhibition, actives largely listed as inhibitors. Q57TT1. 410,000 compounds, 0.12% hits; also: potency is read from the fitted curve at half-maximal effect; % is scaled to controls: 0 for no effect and ±100 for the full control effect; nearly all actives have a fitted effect of over 50% in size
#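 Luminescent Kinase-Glo Plus end-point after 45 min room-temperature reaction of T. brucei pyruvate kinase started with 130 uM ADP (final). Buffer TEA 50 mM pH 7.2 with KCl, MgCl2, BSA, Tween-20; titration-based qHTS with fitted concentration-effect curves.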
# Pf growth 48h: P. falciparum growth inhibition at 48 hours (one generation). Potency, µM (highest dose often 28.7 µM), for inactives: at the top dose activity change, negative = inhibition, hits mostly inhibitors. 310,000 compounds, 5.9% hits. P. falciparum luciferase growth in erythrocytes, 48 h; also: potency is read from the fitted curve at half-maximal effect; % is scaled to controls: 0 for no effect and ±100 for the full control effect
#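 Compounds are pin-transferred into medium, infected erythrocytes (2% hematocrit, 0.1% parasitemia final) are added, and plates sit one parasite generation at 37 C in 5% CO2. Detection reagent is then added and luminescence measured.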
# AMA1 RON2 block: disrupts binding of P. falciparum AMA1 to RON2. AlphaScreen AMA1-biotinylated RON2 peptide binding. Potency, µM (highest dose often 58.2 µM), inactives show top-dose activity change, negative = inhibition, usual class: inhibitors. 360,000 compounds, 0.2% hits;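 also: potency is read from the fitted curve at half-maximal effect; 0% = vehicle wells and -100% = peptide control; nearly all actives have a fitted effect of over 45% in size; some results filed as inactive show a strong effect at the top dose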
#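 AMA1 (3D7) with his tag at 25 nM final met compounds first, then biotinylated RON2 peptide at 25 nM; detection used donor plus acceptor beads, 10 µg/mL apiece, read by AlphaScreen after 30 min at room temperature.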
# Pf growth 96h: P. falciparum growth inhibition at 96 hour, primary screen for plastid delayed-death inhibitors. 320,000 compounds, 6.9% hits. Potency, µM (top dose mostly 28.7 µM), for the others: at the top dose activity change, negative = inhibition, most hits filed as inhibitors. P. falciparum luciferase reporter growth, 96 h; also: potency is read from the fitted curve at half-maximal effect; % is scaled to controls: 0 for no effect and ±100 for the full control effect
#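 Compounds incubated with erythrocytes infected by luciferase-expressing P. falciparum (2% hematocrit, 0.05% parasitemia final) for 96 hours, 37 C in 5% CO2. Growth inhibition scored as decreased luciferase luminescence.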
# An asterisk follows results filed as active; u = inconclusive; x = not tested or not shown; [ ] = remark or other dose. Unless noted, calls follow the shape of the dose curve; as a rule, active = well fitted curve in the direction sought with a large enough effect; inconclusive = small, poorly fitted or top-dose-only effect, or another doubt; inactive = no such curve, though single readings can be large; an effect the other way counts as inactive or inconclusive.
Molecule	LmPK inh	Cycloheximide cs	Shiga toxin inh	TbPYK inhibitor	Pf growth 48h	AMA1 RON2 block	Pf growth 96h
O=C(NCc1ccc(Cl)cc1)C1CCC(CNc2c(N3CCCCC3)c(=O)c2=O)CC1 (configuration not stated)	2.0%	-1.5	-20.1	0.2%	u	-3.5%	u
CCOC(=O)C1CCN(c2nnc(N3CCCC3=O)s2)CC1	-9.8%	23.4*	42.8*	-2.4%	57.6%[activator]	4.4%	0.828µM*
Cc1cc(C(=O)N2CCCC(C(=O)c3ccc(Cl)cc3C)C2)no1 (configuration not stated)	-3.1%	3.0	-10.6	-1.6%	-2.8%	-27.7%	41.9%[activator]
COCCNS(=O)(=O)c1cc(-c2nn(C)c(=O)c3ccccc23)ccc1C	-3.4%	1.7	-16.1	8.9%	-4.9%	-15.4%	x
Cc1ccc(NC(=O)c2ccc(-c3nn(C)c(=O)c4ccccc34)cc2)c(C)c1	2.6%	-2.7	-12.7	x	x	-8.1%	6.57µM*
CC(=O)Cc1nsc(NC(=O)c2cc(-c3cccc(C(F)(F)F)c3)oc2C)n1	0.0%	-3.0	0.9	0.9%	0.0%	51.7%[activator]	x
CC(C)(C)OC(=O)NCC12C=CC(O1)C1C(=O)N(Cc3ccccc3)C(=O)C12 (configuration not stated)	-3.2%	-0.9	-3.9	-1.7%	5.2%	1.2%	-13.8%
CC[C@H](C)C(=O)N[C@H]1CCCN1C(=O)/C=C/c1ccccc1	x	x	x	-5.5%	-0.4%	-3.7%	41.0%[activator]
O=C1CCC(=O)N1CC(=O)N1CCCc2ccccc21	2.5%	-4.0	-11.8	-9.6%	43.4%[activator]	-13.1%	16.6%
C[C@@H]1NS(=O)(=O)[C@H]2C[C@@H]3C=C[C@]2(O3)[C@H]1OC(=O)Nc1ccc(C(F)(F)F)cc1[N+](=O)[O-]	x	x	x	-2.9%	5.5%	0.8%	-11.4%
c1ccc(-c2ccc3c(c2)c2c4n3CCN=C4CCC2)cc1	-2.1%	7.1	7.6	3.0%	-62.9%	-6.5%	u
O=C(c1ccccc1)n1ccc(-c2cccs2)n1	-1.4%	7.5	14.1	-1.8%	6.6%	22.0%	u
O=c1[nH]c(CN2CCN(CCO)CC2)nc2ccccc12	0.5%	-2.9	14.7	13.5%	1.2%	5.4%	-25.1%
CCNC(=O)C1CCCN1S(=O)(=O)c1ccc(OC)cc1 (configuration not stated)	-2.8%	-1.6	-5.5	3.6%	2.1%	-6.1%	18.7%
Cc1ccc(-c2nc3ccccc3c(=O)n2-c2ncccc2C)cc1	-0.2%	-2.3	-11.9	9.3%	13.5%	-19.5%	u
CCN1C(=Nc2ccc(Cl)cc2)SC/C1=C\C(=O)OC	5.6%	21.8*	19.9	0.5%	-23.0%	-2.8%	u
O=C(CSc1ccc2nnc(-c3ccc(F)cc3)n2n1)NCc1ccco1	-1.0%	-4.0	-4.9	-2.1%	8.1%	-6.2%	30.1%[activator]
O=C(Cn1ccc2ccccc2c1=O)NCCC(=O)Nc1cccnc1	-0.5%	-1.3	-11.8	-4.0%	7.8%	3.7%	23.9%
CC1CCCN(c2ccc(C(=O)NCC3CCCO3)cn2)C1 (configuration not stated)	-4.4%	24.8*	52.1	-24.6%	52.5%[activator]	-1.0%	-5.0%
Cc1ccc(-n2c(O)c(C=Nc3ccccc3-c3n[nH]c(=S)[nH]c3=O)c3ccccc3c2=O)c(C)c1	-4.3%	-0.9	40.5	-20.4%	0.0%	25.0%	0.0%
CC(NS(=O)(=O)c1ccc(F)cc1)C(c1cccs1)N1CCN(C)CC1 (configuration not stated)	1.2%	-4.6	21.1	2.7%	-14.5%	13.5%	1.9%
CCc1ccc(OCCSc2nc3ccccc3n2CCC(=O)O)cc1	4.2%	-2.1	19.5	-3.6%	u	0.0%	u
Cc1ccc(C)n1-c1ccsc1C(=O)CC#N	14.6%	35.1	39.2	-3.7%	u	12.7%	6.6%
COC(=O)/N=C/c1c(NCc2ccccc2)nc2c(C)cccn2c1=O	-5.3%	-2.1	-8.6	0.8%	-21.1%	-12.5%	u
Cc1cccc(C(=O)N2CCN(c3ccccn3)CC2)c1	-0.3%	2.1	-5.7	3.4%	-9.2%	12.1%	-23.5%
COc1ccccc1Cn1c(=S)[nH]c2cc(C(=O)NCCN3CCOCC3)ccc2c1=O	8.1%	3.8	-2.0	-19.8%	10.4µM*	34.9%[activator]	-93.0%
O=C(COc1cccc2cccnc12)N/N=C/c1ccccc1O	1.5%	8.6	-0.8	-0.5%	u	38.8%[activator]	u
COc1ccc(C2OC(=O)CC2C(=O)N2CCN(c3cc(Cl)ccc3C)CC2)cc1OC (configuration not stated)	8.2%	-4.1	-12.4	0.6%	x	-3.3%	26.3%
COc1ccc(OC)c(NC(=O)Nc2cccnc2)c1	0.3%	1.9	-7.6	-9.0%	-5.9%	-8.7%	-44.5%
Cc1ccc(CC2CC(=O)N(CCc3ccccc3)C2=O)cc1 (configuration not stated)	2.2%	19.4*	59.4	3.1%	9.3%	4.4%	13.1µM*

# Full records as entered above. Values in the order: LmPK inh, Cycloheximide cs, Shiga toxin inh, TbPYK inhibitor, Pf growth 48h, AMA1 RON2 block, Pf growth 96h
# O=C(CSc1ccc2nnc(-c3ccc(F)cc3)n2n1)NCc1ccco1 is listed as -1.0%, -4.0, -4.9, -2.1%, 8.1%, -6.2%, 30.1%[activator]
# Cc1ccc(NC(=O)c2ccc(-c3nn(C)c(=O)c4ccccc34)cc2)c(C)c1 is listed as 2.6%, -2.7, -12.7, x, x, -8.1%, 6.57µM*

# The list continues.
Molecule	LmPK inh	Cycloheximide cs	Shiga toxin inh	TbPYK inhibitor	Pf growth 48h	AMA1 RON2 block	Pf growth 96h
Cc1ccccc1OCC1CNC(=O)O1 (configuration not stated)	0.5%	-4.3	-8.9	-2.7%	37.3%[activator]	1.1%	u
Cc1ccc2cc3c(NC(=O)C(C)C)nn(C)c3nc2c1	-3.6%	-6.5	-13.8	0.3%	u	3.3%	u
CC1CC(C)CN(c2ncnc3c2cnn3C)C1 (configuration not stated)	3.4%[11.5 µM]	-3.3	16.9	0.0%	8.7%	4.8%	-22.3%
CCn1c(SCC(=O)NC2=NCCS2)nnc1C(C)NC(=O)c1ccccc1F (configuration not stated)	-0.1%	-2.3	-15.6	5.4%	-1.2%	6.7%	19.2%
CC(C)(C)CC(=O)N1CCC(c2nc3c(nnn3Cc3c(F)cccc3Cl)c(=O)[nH]2)CC1	3.1%	-7.5	-28.6	0.4%	u	-8.6%	x
O=S1(=O)NC2CCCCCN2c2ccc(F)cc21 (configuration not stated)	3.1%	-3.0	26.0	-7.7%	15.3%	6.9%	4.2%
CC(OC(=O)c1oc2ccccc2c1COc1ccccc1)C(=O)NC(N)=O (configuration not stated)	4.9%	-3.2	-15.1	5.4%	-12.5%	47.2%[activator]	15.3%
Cc1cccc2cc(C#N)c(NCc3ccccc3)nc12	4.3%	-2.0	20.5	6.6%	u	29.0%	9.5%
O=C(NCc1ccc(F)cc1)C1CCN(S(=O)(=O)N2CCCC2)CC1	0.7%	4.6	-8.5	-25.9%	-12.7%	8.2%	u
CCCNC(=O)COc1ccccc1[N+](=O)[O-]	-4.3%	20.8	38.6	2.9%	35.5%[activator]	-2.4%	37.4%[activator]
CCCc1nnc(NC(=O)c2ccncc2)s1	-3.2%	0.3	-4.8	0.7%	13.2%	-0.7%	-9.0%
COC(=O)CCC(=O)NC(=S)Nc1c(C)cccc1C	-0.4%	-4.4	-5.1	2.9%	5.8%	-5.3%	-24.3%
O=C(Nc1nc(-c2ccccn2)cs1)c1cccc(-n2cnnn2)c1	-15.5%	14.7	27.1	-3.5%	1.17µM*	24.8%	0.928µM*
COc1cc(C(C2C(=O)CC(C)(C)CC2=O)C2C(=O)CC(C)(C)CC2=O)ccc1O	-1.0%	-1.5	2.0	u	-19.4%	-16.0%	33.7%[activator]
CC(C)(C)NS(=O)(=O)c1ccc(NC(=O)C(Sc2ccccc2)c2ccccc2)cc1 (configuration not stated)	1.0%	1.6	-0.9	x	u	-14.9%	u
NC(=O)c1ccsc1NC(=O)COC(=O)c1nc(Cl)ccc1Cl	x	x	x	1.1%	13.1%	4.3%	30.9%
c1ccc(C2NCCn3cccc32)cc1 (configuration not stated)	2.1%	13.3	46.5	4.4%	-10.6%	-10.4%	8.5%[5.75 µM]
CN(C)CCCNS(=O)(=O)c1ccc(N2CCN(Cc3ccc4c(c3)OCO4)CC2)c([N+](=O)[O-])c1	-2.4%	-5.1	-5.8	5.6%	11.7µM*	-13.5%	9.28µM*
C[N+](C)(C)C/C=C1/COCO1	-0.6%	8.9	1.5	u	u	1.5%	x
CC(=O)OC1CSC2c3ccccc3C(=O)N2Cc2sccc21 (configuration not stated)	6.3%	-1.6	-6.8	6.0%	3.7%	18.8%	-1.9%
O=S(=O)(c1ccc(F)cc1)N1CCN(CC2CC3C=CC2C3)CC1 (configuration not stated)	1.6%	-3.3	-3.9	-9.4%	u	-11.4%	u
O=C1NNC(c2ccccc2)=N/C1=C\c1ccc(Cl)cc1	-9.6%	-1.7	-4.1	-1.5%	6.57µM*	2.3%	8.28µM*
COc1ccc(CCNS(=O)(=O)c2ccc3c(c2)n(C)c(=O)c(=O)n3C)cc1OC	2.5%	-4.3	-18.7	3.3%	x	-10.2%	u
COc1ccc(Cc2ccc(OC)c(N)c2)cc1N	0.7%	1.3	-11.8	6.5%	x	-19.8%	-13.6%
CCc1c(C)sc(NC(=O)c2cc(C)no2)c1C#N	1.4%	1.2	13.1	-5.7%	x	-3.0%	u
Cc1ccc(C(=O)Nc2cc3c(cc2Cl)OCCCO3)cc1	4.3%	49.8*	64.5*	2.1%	99.4%[activator]	1.7%	143.0%[activator]
Oc1ccc(O)c(-c2cnns2)c1	-4.6%	-2.6	-4.3	-4.7%	u	-1.5%[11.6 µM]	u
O=C(OCC(=O)c1ccc(Cl)s1)c1ccccn1	-19.0%	9.1	-0.5	0.3%	13.6%	38.7%[activator]	40.9%[activator]
O=C(COC(=O)c1ccc(NS(=O)(=O)c2ccc3c(c2)OCCO3)cc1)NC1CC1	-1.8%	-1.9	-17.4	-0.7%	21.3%	-9.6%	u
O=C(c1ccc(Cn2c(=O)[nH]c3ccccc3c2=O)cc1)N1CCN(c2ccccc2)CC1	4.9%	-2.4	2.6	1.6%	u	6.6%	3.29µM*
COc1ccccc1C1C(C(C)=O)=C(O)C(=O)N1c1ccc(O)cc1 (configuration not stated)	-0.2%	-0.6	-10.6	-14.4%	-4.5%	-4.7%	-1.3%
COc1c(C)cccc1C(=O)NC(=S)Nc1ccc2c(c1)Cc1ccccc1-2	0.5%	-3.3	-10.8	1.3%	-3.7%	-4.3%	5.6%
